PNC inhibitor: High Content Assay for Compounds that inhibit the Assembly of the Perinucleolar Compartment; PC3M PTB-GFP, PNC prevalence imaging, 16 h; active compounds read low; activity change (PNC), negative = inhibition, % at 10 µM; 140,000 tested, 3.1% active; AID 2417, 2010;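 active = readout at or below -70, meaning at least 70% loss of cells showing the perinucleolar compartment, a nuclear body marking cancer cells; inconclusive = readout between -30 and a set limit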;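 also: plate controls were DMSO wells for no effect and camptothecin positive control wells for full effect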
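Read-out is percentage of cells bearing a perinucleolar compartment, from automated 20x imaging of fixed, Hoechst-stained PC3M PTB-GFP cells. Cells were seeded 4 h, then exposed 16 h to compound (23 nl of library stock) in duplicate plates.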
12-hLO inh: qHTS Assay for Inhibitors of 12-hLO (12-human lipoxygenase) | purified 12-hLO, xylenol orange hydroperoxide absorbance | 150,000 tested, 0.12% active | AID 1452, 2008 | Polyunsaturated fatty acid lipoxygenase ALOX12 (Homo sapiens), P18054 | Potency, µM (series often up to 57.1 µM), inactives show top-dose activity change, negative = inhibition, actives largely listed as inhibitors; also: potency is read from the fitted curve at half-maximal effect; nearly all actives have a fitted effect of over 55% in size; many of its hits are not listed in these tables
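Lipoxygenase turnover measured by absorbance at 573 and 405 nm after Fe-XO development. Human 12hLO 150 nM, arachidonate 40 uM, pH 7.0 Hepes buffer with detergent; 15 min compound preincubation, 30 min reaction.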
ALOX15B inhib: qHTS Assay for Inhibitors of 15-hLO-2 (15-human lipoxygenase 2) | purified 15hLO-2, xylenol orange hydroperoxide absorbance | Polyunsaturated fatty acid lipoxygenase ALOX15B (Homo sapiens), O15296 | Potency, µM (series often up to 57.1 µM), without a hit: at the highest dose activity change, negative = inhibition, most hits filed as inhibitors | 110,000 tested, 0.56% active; also: potency is read from the fitted curve at half-maximal effect; nearly all actives have a fitted effect of over 60% in size; many of its hits are not listed in these tables
Target sequence (O15296 whole entry, looked up): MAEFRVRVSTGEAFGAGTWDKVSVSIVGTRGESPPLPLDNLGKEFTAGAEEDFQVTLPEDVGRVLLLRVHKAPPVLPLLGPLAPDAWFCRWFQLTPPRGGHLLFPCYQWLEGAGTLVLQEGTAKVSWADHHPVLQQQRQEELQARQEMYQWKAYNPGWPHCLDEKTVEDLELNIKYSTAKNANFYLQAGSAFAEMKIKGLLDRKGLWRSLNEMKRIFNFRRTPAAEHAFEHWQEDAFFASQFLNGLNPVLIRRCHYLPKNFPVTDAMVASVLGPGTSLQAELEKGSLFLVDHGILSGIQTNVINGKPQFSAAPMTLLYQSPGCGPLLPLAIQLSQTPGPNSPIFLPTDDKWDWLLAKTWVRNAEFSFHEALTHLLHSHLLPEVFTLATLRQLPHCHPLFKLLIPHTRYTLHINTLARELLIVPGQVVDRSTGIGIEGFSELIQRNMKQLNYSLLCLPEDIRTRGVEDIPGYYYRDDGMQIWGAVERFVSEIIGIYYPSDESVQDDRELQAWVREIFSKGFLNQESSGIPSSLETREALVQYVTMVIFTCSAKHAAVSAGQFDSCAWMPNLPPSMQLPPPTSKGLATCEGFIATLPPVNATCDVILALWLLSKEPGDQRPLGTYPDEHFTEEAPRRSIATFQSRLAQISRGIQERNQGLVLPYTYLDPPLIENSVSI
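Read-out: hydroperoxide product oxidises ferrous iron, measured as xylenol orange complex via the 573-to-405 nm absorbance ratio after 30 min. Reaction: 50 nM enzyme, 15 min compound preincubation, 45 uM arachidonic acid, 90 min RT, Hepes pH 7.5 with Triton X-100.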
IMPase inh: qHTS Assay for Identifying the Cell-Membrane Permeable IMPase Inhibitors | inhibition (IP1 accumulation), % at 46.1 µM | CHO-M1 cells, IP1 accumulation, HTRF TR-FRET ratio | Inositol monophosphatase 1 (Rattus norvegicus), P97697 | 120,000 tested, under 10 active | AID 901, 2007; active = well fitted curve in the direction sought with a large enough effect in the signal ratio, not every such curve was filed as active; inconclusive = small, poorly fitted or top-dose-only effect, or a change in a side signal; inactive = no such curve, though single readings can be large or run the other way; the % refers to the signal ratio;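 also: cells stimulated with carbachol in lithium chloride buffer; plate controls were DMSO basal wells for no effect and reference inhibitor wells for full effect; higher means more IMPase inhibition seen as more IP1 and lower FRET ratio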
Target sequence (P97697 whole entry, looked up): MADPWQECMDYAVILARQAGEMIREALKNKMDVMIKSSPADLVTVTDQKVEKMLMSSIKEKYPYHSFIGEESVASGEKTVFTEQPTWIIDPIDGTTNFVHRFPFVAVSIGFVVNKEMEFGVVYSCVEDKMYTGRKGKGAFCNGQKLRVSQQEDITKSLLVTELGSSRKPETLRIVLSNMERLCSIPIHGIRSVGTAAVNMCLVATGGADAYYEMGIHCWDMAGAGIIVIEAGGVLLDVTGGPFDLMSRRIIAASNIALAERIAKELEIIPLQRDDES
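Carbachol-driven Gq signalling in CHO-M1 cells (2000/well) generates IP1. Compounds that block IMPase raise IP1 and so reduce the FRET signal from Eu-anti-IP1 and d2-IP1 after a 10 min room-temperature lysis.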
* marks the source's active call; other numbers are inactive results; ? = inconclusive; . = no result given; & = joins results of further samples; [ ] = another dose, or the depositor's remark. Unless noted, calls follow the shape of the dose curve; as a rule, active = well fitted curve in the direction sought with a large enough effect; inconclusive = small, poorly fitted or top-dose-only effect, or another doubt; inactive = no such curve, though single readings can be large; an effect the other way counts as inactive or inconclusive. Unless noted, % is scaled to controls: 0 for no effect and ±100 for the full control effect. An excerpt. The share of hits here may be higher or lower than overall.

nr	mol	PNC inhibitor	12-hLO inh	ALOX15B inhib	IMPase inh
1	CCOC(=O)N1CCN(Cc2c(F)cccc2F)CC1	28	-6%	-10%	-2
2	CC(SCC(=O)NC(C)C1CC2CCC1C2)C(=O)O (stereo not drawn)	26	6%	.	.
3	CCN1CCCC1CNC(=O)C(NC(=O)C1CCC(C)CC1)C(C)C (stereo not drawn)	-14	-3%	8%	-5
4	CCCNC(=O)c1cc2nc(-c3ccccc3)cc(C(F)(F)F)n2n1	-15	-8%	.	-5
5	Cc1ccnc(NC(=O)C2(c3cccs3)CCOCC2)c1	?	2%	.	-7
6	CCCCSc1nnc([C@@H](NC(=O)OC(C)(C)C)C(C)C)o1	23	-4%	5%	2
7	COCCCNC(=O)CCn1c(=O)c2ccccc2n(CC(=O)Nc2c(C)cccc2C)c1=O	10	7%	0%	8
8	Cc1ccc(NC(=O)CSc2n[nH]c(-c3ccncc3)n2)cc1	?	-2%	16%	3
9	O=C(/C=C/c1ccc(S(=O)(=O)NCc2ccco2)cc1)NCc1ccccc1Cl	-25	-1%	.	6
10	Cn1ncc(Cl)c1C(=O)Nc1cccc(Cl)c1	-3	-19%	.	0
11	CC1CC(C)CN(S(=O)(=O)c2ccc(C(=O)NCc3ccc4c(c3)OCO4)cc2)C1 (stereo not drawn)	77	7%	4%	1
12	CC1CCCCN1C(=O)c1ccc(COc2ccc([N+](=O)[O-])cc2)o1 (stereo not drawn)	?	1%	.	.
13	O=C(CSc1nn(-c2ccc(F)cc2)c(=S)s1)N1CCN(C(=O)c2ccco2)CC1	14	-7%	-3%	-2
14	CC1CCC/C(=N/NC(=O)c2ccccc2-n2cccc2)C1 (stereo not drawn)	-109*	3%	.	.
15	O=[N+]([O-])c1cccc(C2=N[C@@H](Cc3ccccc3)CO2)c1	.	-2%[0.00818 µM]	-3%[0.0915 µM]	.
16	Cc1ccc(-c2cc(-c3ccccc3)c3c(N)c(S(C)(=O)=O)sc3n2)cc1	?	-9%	-15%	-23
17	C=CCNC(=S)Nc1nc2c(cc1C(=O)OCC)CCCC2	53	5%	.	.
18	CC(=O)N1CCN(c2ccc(NC(=S)NC(=O)c3ccccc3)cc2)CC1	17	-2%	.	.
19	O=C(c1ccccc1F)N1CCC(N2CCCCCC2)CC1	36	3%	.	22
20	Cc1nc2ccccc2cc1C(=O)N/N=C/c1cccc([N+](=O)[O-])c1	13	-1%	.	.
21	O=C(Nc1nnc(-c2ccc(Cl)cc2)o1)c1ccc(N2C(=O)CCC2=O)cc1	-6	-5%	.	.
22	COCC(=O)N1CCC2(CCCN(C(c3ccccc3)c3ccccc3)C2)CC1	.	-11%	2%	.
23	NS(=O)(=O)c1ccc(NC(=O)c2cc(-c3cccs3)nc3ccccc23)cc1	-115*	-4%	.	-10
24	O=C(NCCc1ccccn1)c1cccc(S(=O)(=O)N2CCCCCC2)c1	-2	-8%	-2%	15
25	COc1ccc(N=C2S/C(=C\c3ccc(C)o3)C(=O)N2CC(C)C)cc1	14	-2%	?	3

(cont.)
nr	mol	PNC inhibitor	12-hLO inh	ALOX15B inhib	IMPase inh
26	Cc1oc(C(C)(C)C)cc1C(=O)Nc1cccc(C(=O)O)c1	-12	0%	0%	3
27	CCOC(=O)N1CCN(CCC(=O)Nc2cccc(Br)c2)CC1	?	-2%&3%	15%&11%	1&4
28	O=c1c2c3c(sc2n(CCN2CCOCC2)c(=O)n1Cc1ccco1)CCCCC3	-28	-18%	34%[activator]	2
29	COc1cc(NC(=O)CN2CCN(c3ccccc3F)CC2)cc(OC)c1	?	-5%	2%	0
30	Cc1nc2c3cc(Cl)ccc3n(CCN3CCCCC3)c2s1	17	8%	41%[activator]	7
31	COc1ccc(C(=O)NCC(=O)OCC(=O)N2CCN(S(=O)(=O)c3ccccc3)CC2)cc1	7	7%	.	.
32	Cc1cccc(NC(=S)NCc2ccco2)c1C	?	-4%	.	.
33	CCOC(=O)c1ccc(NC(=O)COC)cc1	-89*	1%	0%	3
34	COc1cccc(/C=N/NC(=O)c2cc3cc([N+](=O)[O-])ccc3s2)c1O	?	-3%	.	.
35	COc1cc(S(=O)(=O)NCCOC23CC4CC(CC(C4)C2)C3)c(OC)cc1Cl	52	3%	.	.
36	O=C(Oc1ccc(Cl)cc1)c1ccc2nccnc2c1	?	2%	-23%	-6
37	CSc1nc2cc(Cl)ccc2s1	-12	-5%	-1%	-4
38	O=C(Nc1ccc2c(c1)OCO2)c1ccc2nc[nH]c2c1	?	3%	14%	3
39	CC(/C=N/n1c(-c2ccc(Cl)cc2)n[nH]c1=S)=C\c1ccco1	?	-4%	.	5
40	CC(C)NC(=O)N1CC2(CCN(C(=O)c3cc(C(F)(F)F)cc(C(F)(F)F)c3)CC2)C1	.	4%	-1%	.
41	O=C(O)c1ccc(Cl)c(S(=O)(=O)NCC2CCCO2)c1 (stereo not drawn)	-13	2%	-1%	3
42	O=C(CCN1C(=O)COc2ccccc21)NCc1cccs1	?	-1%	-4%	-2
43	CC1(C)O[C@@H]2O[C@H]([C@@H]3COC(C)(C)O3)[C@H](N)[C@H]2O1	.	4%[11.4 µM]	-5%[11.4 µM]	.
44	COc1cccc(N(CC(=O)O)S(=O)(=O)c2ccccc2)c1	?	-1%	-1%	9
45	O=C1CSC(=NC2CCCCC2)N1	?	-7%	-3%	-11
46	O=C(NCC(=O)N1CCN(c2ncccn2)CC1)c1cccs1	10	5%	3%	0
47	CCOC(=O)C1=C(C)C(c2cccc(Oc3ccccc3)c2)NC(=S)N1 (stereo not drawn)	-12	?	.	.
48	Cc1cc(NC(=O)C2CCCCC2C(=O)O)no1 (stereo not drawn)	?	0%	1%	-11
49	COCCNS(=O)(=O)c1ccc(OCC(=O)OC)c(Cl)c1	-6	-6%	-6%	-11
50	COCC(=O)N(C)c1nnc(-c2ccccn2)s1	-30	6%	15%[2.29 µM]	6

(continued)
nr	mol	PNC inhibitor	12-hLO inh	ALOX15B inhib	IMPase inh
51	CCC(=O)NCCCCCCCCCNC(=O)CC	30	4%	.	.
52	CN(C(=O)c1cccnc1)c1nnc(-c2ccccn2)s1	?	1%	-5%	?
53	COc1ccccc1-c1cc(C(=O)NCCN2CCOCC2)no1	22	-9%	-2%	-2
54	Cc1c(-c2nc(N)nc(C3CC3)c2C)nc(N)nc1C1CC1	.	-2%[11.4 µM]	-4%[11.4 µM]	.
55	Cn1cc(C(=O)N/N=C/C=C/c2ccccc2)ccc1=O	-21	3%	.	8
56	O=C(Cn1nc(C(F)(F)F)c2c1CCC2)Nc1ccccc1C(F)(F)F	-100*	-4%	.	1
57	CCN(CC)C(=O)CSc1nc2ccccc2c(=O)n1-c1ccccc1OC	?	0%	5%[11.4 µM]	4[1.84 µM]
58	COc1ccc(NC2c3ccccc3C(=O)N2c2ccccn2)cc1Cl (stereo not drawn)	0	-10%	1%	9
59	Cc1cccc(NC(=O)C(=O)NCc2ccccn2)c1	30	3%	-18%	5
60	CCOc1ccc(CN2C(=O)c3ccccc3C2=O)cc1C(=O)Nc1nnc(SCC)s1	-26	2%	.	.
61	CC1CCN(C(=O)CSc2nnc(CNC(=O)c3ccco3)o2)CC1	24	1%	-1%	6
62	CCc1c(O)nc(SC2CC(=O)N(c3ccccc3)C2=O)[nH]c1=O (stereo not drawn)	12	2%	2%	-1
63	COCCN(C(=O)c1ccco1)c1nnc(-c2ccc(OC)c(OC)c2)s1	-29	-1%	.	-2
64	CCOC(=O)c1sc(N/N=C/c2ccccc2)nc1C	28	-3%	.	.
65	Cn1c(=O)c(=O)n(C)c2cc(S(=O)(=O)Nc3ccc(OC(F)(F)F)cc3)ccc21	?	4%	-3%	-1
66	Cc1nn(Cc2ccccc2Cl)c(C)c1C(=O)NCCN1C(=O)S/C(=C\c2ccccc2)C1=O	-22	-1%	.	.
67	CCc1ccc(N2CC(C(=O)NCc3ccco3)CC2=O)cc1 (stereo not drawn)	?	0%	.	15
68	Cc1ccc2nc(NC(=O)CSc3nc4ccccc4o3)sc2c1	?	2%	-9%	3
69	Cc1cc(Cl)ccc1OCC(=O)NCCCn1ccnc1	-24	-4%	.	.
70	COc1ccc(/C=N/NC(=O)CNC(=O)C2COc3ccccc3O2)cc1OC (stereo not drawn)	-19	6%	.	4
71	O=C(NC(Cc1ccccc1)C(=O)O)/C(=C/c1ccccc1)NC(=O)c1ccccc1 (stereo not drawn)	?	0%	.	-5
72	Cc1noc(NS(=O)(=O)c2ccc(N/C=C/C(=O)c3ccc4c(c3)OCO4)cc2)c1C	44	-18%	-21%	3
73	COc1ccccc1NC(=O)Cc1cccs1	14	-1%	-1%	-3
74	O=c1cc(-c2ccc(O)cc2)oc2ccc(O)cc12	.	7%	1%	.
75	COc1ccc(C(=O)NC(C(=O)NCC(=O)Nc2c(C)cccc2C)C(C)C)cc1 (stereo not drawn)	-4	-1%	.	.

The list goes on.
nr	mol	PNC inhibitor	12-hLO inh	ALOX15B inhib	IMPase inh
76	CC(Sc1nnc(Cc2cccs2)n1C1CCCCC1)C(=O)NCc1ccco1 (stereo not drawn)	40	3%	-10%	-3
77	N#C/C(=C\c1cn[nH]c1-c1ccc(Cl)cc1)C(=O)NC1CC1	-25	-1%	.	.
78	CCN(c1ccc(NC(=O)CSc2nnc3nc(C)cc(C)n23)cc1)C(C)C	-2	-2%	0%	20
79	Nc1nc(-c2cccnc2)nn1C(=O)COc1ccccc1	1	2%	4%[2.29 µM]	9
80	CC(C)(C)n1nc2c(c1NC(=O)c1cccs1)CS(=O)C2 (stereo not drawn)	-6	0%	-1%	-17
81	CCOC(=O)C1=NNC(C(=O)c2ccc(OC)cc2)C1c1ccccc1 (stereo not drawn)	-18	-5%	-9%	0
82	CCn1c(SCC(=O)NCCc2ccccc2)nc2c(c1=O)SC(C)C2 (stereo not drawn)	?	0%	-6%	9
83	O=C(O)CCC(=O)Nc1ccccc1C(=O)NC1CCCCC1	14	1%	0%	5
84	O=C(c1ccccc1)n1ccc(-c2cnc(-c3ccccc3)s2)n1	4	2%	-6%	-3
85	CSCCNC(=O)c1ccc(C(C)(C)C)cc1	-22	-2%	8%	2
86	CNC(=S)NNC(=O)COc1cccc(C)c1C	33	0%	.	-10
87	O=C(CS(=O)(=O)Cc1ccccc1)Nc1ncccn1	?	0%	-4%	-2
88	CCCC(OC(=O)CN1C(=O)COc2ccccc21)C(=O)NC1CCCC1 (stereo not drawn)	194	1%	.	4
89	COc1ccc(C2=NOC(C(=O)NCc3cccs3)C2)cc1OC (stereo not drawn)	-12	7%	0%	-4
90	COc1cc(S(=O)(=O)N(C)C)ccc1F	112	3%	.	-3
91	CC(=O)c1ccc(N2CCN(C(=O)c3ccc(OCc4c(C)noc4C)cc3)CC2)cc1	37	2%	-2%	3
92	CCOC(=O)/N=C(/NC(=O)Nc1ccc(C(=O)OCC)cc1)OC	16	-6%	2%	0
93	COc1ccc2c(c1)c1ncn(CCN3CCCCC3)c(=O)c1n2C	18	-4%	16%	0
94	Cc1ccc(S(=O)(=O)NC(C)C(c2cccs2)N2CCOCC2)cc1 (stereo not drawn)	58	-1%	.	.
95	COC(=O)c1c(C)[nH]c(C(=O)C(C)Sc2nnc(-c3cc(OC)c(OC)c(OC)c3)o2)c1C (stereo not drawn)	-19	-2%	-13%	2
96	Cc1n[nH]c(=O)nc1NCC1CCCO1 (stereo not drawn)	-27	6%	3%	11
97	COc1ccc(N2CCC(CNC(=O)Nc3cccc(OC)c3)C2)cc1 (stereo not drawn)	25	-28%	-30%	15
